Menin-MLL TR inh: displaces Texas Red mutant MLL peptide from human menin. 270,000 compounds, 0.23% hits. Menin + Texas Red MLL mutant peptide, fluorescence polarization. Potency, µM (top dose mostly 61.6 µM), without a hit: top-dose FP activity change, negative = inhibition, hits mostly inhibitors. O00255; active = well fitted inhibition curve with a large enough effect in the polarisation, with a control signal flat, not every such curve was filed as active; inconclusive = small, poorly fitted or top-dose-only effect, or effect the other way, or a change in a side signal; inactive = no such curve, though single readings can be large or run the other way; the % refers to the polarisation; note: potency is the fitted concentration of half-maximal effect; % of control where 0% means no effect; many of its hits are not listed in these tables
S-ASM inh: inhibitors of human secretory acid sphingomyelinase | P17405 | placental ASM, HMU-PC fluorogenic substrate, 60 min | Potency, µM (series often up to 57.5 µM), inactives show at the top dose activity change, negative = inhibition, most hits filed as inhibitors | 340,000 compounds, 0.006% hits | AID 504937; note: potency is the fitted concentration of half-maximal effect
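Human placenta-derived ASM enzyme was preincubated with compound for 10 minutes at room temperature, then given fluorogenic substrate HMU-PC0 (9 uM final) for 60 minutes at 37 °C; a pH 10 stop preceded fluorescence reading at Ex 386/Em 447 nm.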
TCR act: T cell receptor activation; primary human leukocytes, anti-CD3, IL-2 HTRF, 48 h; Potency, µM (highest dose often 9.22 µM), inactives show top-dose activation of IL-2 secretion, actives largely listed as activators; 330,000 tested, under 10 active; AID 504894; note: % of control where 0% means no effect
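Activity was scored as IL-2 release from primary human leukocytes given only a TCR signal (a-CD3 beads) plus compound for 48 hr. Detection used a two-antibody HTRF format read at 665nm.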
Mito fusion yeast: blocks mitochondrial division or promotes mitochondrial fusion; S. cerevisiae fusion-defective mutant growth rescue, CellTiterGlo 48 h; Potency, µM (titrated, usually from 46.1 µM), inactives show top-dose growth rescue (activation), actives largely listed as activators; 320,000 compounds, 0.23% hits; AID 485298;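 note: potency is the fitted concentration of half-maximal effect; % of control where 0% means no effect; nearly all actives have a fitted effect of over 45% in size; temperature-sensitive fusion mutants such as fzo1-1 at 37 °C on non-fermentable ethanol glycerol medium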
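Luminescent cell viability in 1536-well qHTS format served as the measure of rescued growth in ts fusion-mutant S. cerevisiae cultured on non-fermentable YPEG for 48 hours at 37C.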
A-T KAP1 phos: potential ataxia-telangiectasia treatments restoring KAP-1 phosphorylation. […] A-T fibroblasts, KAP-1 phosphorylation AlphaLISA; neocarzinostatin DNA damage 30 min before lysis. Potency, µM (series often up to 57.5 µM), inactives show at the top dose activation, hits mostly activators. 320,000 compounds, 0.19% hits. AID 485349; note: potency is the fitted concentration of half-maximal effect; % of control where 0% means no effect; nearly all actives have a fitted effect of over 45% in size
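ATM-like activity read as KAP-1 phosphorylation via AlphaLISA donor/acceptor antibody pairs after lysis and 6 hr at 25C. Cells were ATM-null patient fibroblasts ([…], hTERT), dosed 60 min, then exposed to the DSB inducer NCS for 30 min.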
TSHR antagonist: blocks TSH signaling through the human TSH receptor | P16473 | TSHR-expressing cells, TSH-stimulated cAMP HTRF, 2 h; hits give low values | activity change, negative = inhibition, % at 11.5 µM | 330,000 compounds, 0.2% hits;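 active = activity change below a set negative limit, meaning inhibition stronger than a set level, cut at about -70% in these data; inconclusive = activity change between two set negative limits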; note: % is set by controls: 0 for no effect and ±100 for the full control effect
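Freshly harvested TSHR cells receive pin-tooled compound, then EC80 TSH at 4nM final. After 2 hours at 37 deg C, antibody in lysis buffer and cAMP-d2 are added; 30 minutes at ambient temperature precede the HTRF read.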
MBNL1-CUG inh: inhibitors of human MBNL1 binding to CUG repeat RNA. AID 2675. TR-FRET MBNL1-His/biotin-(CUG)12 binding, 665/545 ratio. 280,000 compounds, 0.036% hits. Potency, µM (top dose mostly 57.5 µM), for the others: at the top dose activity change, negative = inhibition, hits mostly inhibitors; active = well fitted inhibition curve with a large enough effect in the signal ratio, with a control signal flat, not every such curve was filed as active; inconclusive = small, poorly fitted or top-dose-only effect, or effect the other way, or a change in a side signal; inactive = no such curve, though single readings can be large or run the other way; the % refers to the signal ratio; note: potency is the fitted concentration of half-maximal effect; % is set by controls: 0 for no effect and ±100 for the full control effect
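TR-FRET between His-tagged MBNL1 and biotin-(CUG)12 RNA, detected with Tb anti-His antibody (0.055 ng/ul) and streptavidin-XL665 (5 nM), 60 min at room temperature. Compounds titrated 92 nM to 58 uM; 665/545 nm ratio normalized to buffer and complex controls.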
PTAP TSG101 blk: blocks PTAP/TSG101 interaction to inhibit HIV-1 budding | Q99816 | 340,000 tested, under 10 active | AID 493005 | Potency, µM (titrated, usually from 115 µM), for inactives: at the top dose activity change, negative = inhibition, usual class: inhibitors | Fluorescence polarization, FITC-PTAP peptide / Tsg101 binding; active = well fitted inhibition curve with a large enough effect in the main read-out, with a control signal flat, not every such curve was filed as active; inconclusive = small, poorly fitted or top-dose-only effect, or effect the other way, or a change in a side signal; inactive = no such curve, though single readings can be large or run the other way; note: potency is the fitted concentration of half-maximal effect; % of control where 0% means no effect
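Fluorescence polarization binding of Tsg101 binding domain (10 uM final) to FITC-labeled PTAP peptide (50 nM final) in HEPES pH 7.5 buffer with NaCl, Tween 20, EDTA, TCEP. Compounds added before peptide; binding 20 min at RT.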
MLL CXXC-DNA inh: blocks binding of human MLL CXXC domain to DNA. MLL-CXXC / FITC-HOXA9 DNA fluorescence polarization. 290,000 compounds, 0.037% hits. Potency, µM (top dose mostly 115 µM), inactives show at the highest dose activity change, negative = inhibition, usual class: inhibitors. Q03164; active = well fitted inhibition curve with a large enough effect in the polarisation, with a control signal flat, not every such curve was filed as active; inconclusive = small, poorly fitted or top-dose-only effect, or effect the other way, or a change in a side signal; inactive = no such curve, though single readings can be large or run the other way; the % refers to the polarisation; note: potency is the fitted concentration of half-maximal effect
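Steps: dispense CXXC domain solution (7 uM) → pin compounds or unlabeled HOX-A9 DNA control → 5 min ambient → add FLSN-HOX-A9 solution (50 nM) → spin → 30 min ambient → fluorescence polarization. Tris pH 7.5/NaCl/DTT/BSA buffer.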
Integrin act MD: activates integrin-mediated alleviation for muscular dystrophy; alpha7betagal myoblasts, beta-gal FDG fluorescence, 48 h; Potency, µM (doses to about 38.3 µM), inactives show at the top dose activation, actives largely listed as activators; 350,000 compounds, 0.064% hits; AID 624291;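 note: potency is the fitted concentration of half-maximal effect; 100% = response of the positive control SU9516; nearly all actives have a fitted effect of over 60% in size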
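Alpha7betagal+/- myoblasts (passage 13) were plated 16-24 hr, then exposed to compounds (1:260 dilution of DMSO stock) for 48 hours at 37C. After MPER lysis, β-galactosidase reporter activity was read as FDG fluorescence (ex 480/em 540) after 30 minutes.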
* = called active by the depositor; i = inactive; u = inconclusive; x = not tested or not shown; [ ] = dose if it differs, or a comment. Unless noted, calls come from the whole dose curve; as a rule, active = well fitted curve in the direction sought with a large enough effect; inconclusive = small, poorly fitted or top-dose-only effect, or another doubt; inactive = no such curve, though single readings can be large; an effect the other way counts as inactive or inconclusive.

SMILES | Menin-MLL TR inh | S-ASM inh | TCR act | Mito fusion yeast | A-T KAP1 phos | TSHR antagonist | MBNL1-CUG inh | PTAP TSG101 blk | MLL CXXC-DNA inh | Integrin act MD
O=C(NCCC(=O)N1CCN(C(=O)c2ccco2)CC1)c1ccc(Br)cc1 | x | 4% | -9% | -1% | -3% | 36 | x | -3% | x | 26%
CCSc1nnc(NC(=O)[C@H](C)NC(=O)c2ccccc2Cl)s1 | 1% | -2% | -4% | -3% | 12% | -4 | -11% | 1% | 0% | 6%
CCCc1cc2c(OC(=O)CC)c(-c3ccc(C(=O)OCC)o3)c(=O)oc2cc1OC | u | i | 3%[46.1 µM] | 15% | 17% | -10 | 24% | -1% | -1% | 3%
CN(C)NC(=S)Nc1ccc(Cl)cc1 | 0% | 9% | 0% | -4% | 7% | 4 | -5% | -1% | -2% | 9%
Oc1cccc(Nc2nc(N3CCOCC3)nc(N3CCOCC3)n2)c1 | 27% | 1% | x | -22% | 6% | -14 | -1% | 0% | 33%[activator] | -7%
CS(=O)(=O)CCC(C(=O)OCC(=O)c1ccc(Cl)cc1)N1C(=O)c2ccccc2C1=O (configuration not stated) | 3% | 0% | 4%[46.1 µM] | -3% | 5% | 1 | x | 0% | 24% | 15%
COc1cc(OC)c(NS(=O)(=O)c2coc(C(N)=O)c2)cc1Cl | 0% | 1% | -30% | 0% | -13% | 5 | -3% | 0% | 2% | -15%
Cc1nnc(SCC(=O)c2ccccc2)n1Cc1ccccc1 | 7% | 2% | -4%[46.1 µM] | -1% | -3% | 2 | 6% | 0% | 15% | -12%
CCCCN1CCC(=O)NC1=O | x | 1% | -2% | x | x | x | x | -15% | x | 12%
C=C(C)CNC(=S)Nc1ccc(S(=O)(=O)Nc2cnc3ccccc3n2)cc1 | x | -3% | -3% | 1% | 1% | 3 | -4% | -3% | 0% | 16%
CCn1c(C)nc2cc(C(=O)n3cc(C(=O)c4cc(F)ccc4O)cn3)ccc21 | 6% | x | x | -1% | 0% | 4 | -4% | x | -8% | x
CCCc1nnc(SCC(=O)N2CCCCC2)n1CC1CCCO1 (configuration not stated) | 31%[activator] | 2% | -2% | -1% | -8% | 20 | -8% | -5% | 1% | 0%
Cc1nc2c(o1)CCc1ccccc1C2O (configuration not stated) | -1% | 1% | x | -3% | 4% | 8 | 1% | x | 11% | 5%
Cn1nc(-c2ccc(OCC(N)=O)cc2)c2ccccc2c1=O | 2% | 1% | 5% | -1% | 0% | -6 | 4% | -6% | 5% | 10%
O=C(CSCc1ccccc1Br)Nc1ccccc1 | 17% | 6% | 7% | 2% | 2% | -12 | -9% | 0% | -3% | 6%
COc1cccc(C(c2nnnn2CS(=O)(=O)c2ccc(C)cc2)N2CCN(C)CC2)c1OC (configuration not stated) | 3% | 3% | 7% | 3% | 5% | -1 | -4% | -8% | 10% | -15%
O=S(=O)(Nc1nc2ccccc2nc1OCC(F)(F)F)c1cccs1 | x | 10% | -3% | -2% | -9% | -5 | 4% | -11% | 2% | 15%
CC(C)N(Cc1nc(-c2ccccc2)no1)C(=O)COc1ccccc1 | -1% | 0% | -7% | 10% | 7% | 7 | -22% | 2% | -6% | -23%
Cc1nccc(-c2ccc3c(c2)OCO3)n1 | 21% | 2% | 2% | -12% | -4% | 9 | -1% | 0% | 6% | 1%
O=C(/C=C/c1cccnc1)/C=C/c1cccnc1 | x | 0% | 12% | -9% | -6% | -9 | -5% | -3% | 23% | -76%[inhibitor]
C=CCn1c(=S)[nH]c2cc(C(=O)N3CCN(c4ccccc4OC)CC3)ccc2c1=O | x | -8% | -7% | -3% | -9% | -4 | x | -3% | x | -19%
NS(=O)(=O)c1ccc(N=Cc2c(O)n(-c3nccs3)c(=O)c3ccccc23)cc1 | x | -1% | -1% | 2% | -1% | -4 | u | -8% | 13% | 1%
CCN1CCN(c2ccc([N+](=O)[O-])c(Sc3nc4ccccc4[nH]3)c2)CC1 | -30% | -15% | 10%[46.1 µM] | 4% | 3% | 2 | u | -2% | 7% | -10%
S=c1[nH]nc(-c2cccnc2)n1/N=C/c1ccco1 | -7% | 9% | 2% | -5% | 3% | 10 | u | -4% | -15% | 11%
CCCc1cc(=O)oc2c(C)c(OC3CCCCC3=O)ccc12 (configuration not stated) | u | 5% | -8% | -5% | -6% | -3 | 4% | -5% | 11% | 5%
Cn1c(=O)n(C)c2cc([N+](=O)[O-])c(N3CCN(C(=O)c4cccc(Cl)c4)CC3)cc21 | 11% | -5% | 16%[46.1 µM] | 6% | -3% | -19 | u | -1% | -1% | -38%
CC(=O)Nc1ccc2c(c1)nc(CCN1CCN(C)CC1)n2C | 1% | -2% | -33% | 1% | -1% | -13 | 1% | -2% | 6% | 15%
O=C(/C=C/c1ccco1)Nc1ccc2nn(-c3ccccc3)nc2c1 | u | -2% | 0%[46.1 µM] | u | -5% | -32 | -4% | 0% | 12% | -8%
CCOc1ccc(Nc2oc(-c3ccco3)nc2C#N)cc1 | 3% | 0% | -3% | 7% | 6% | 7 | -7% | 0% | -1% | 15%
CCOC(=O)c1ccc(S(=O)(=O)NNC(=O)COc2ccc(C)cc2)cc1 | 7% | -3% | 9%[46.1 µM] | -2% | 9% | 1 | -5% | -2% | 4% | 13%
NC(=O)c1ccc(NC(=O)COc2coc(CN3CCc4ccccc4C3)cc2=O)cc1 | x | 0% | -5% | -6% | 6% | -3 | x | 0% | x | -43%
COc1ccc(CS(=O)(=O)/C(Cl)=C(/Cl)C(=O)Nc2ccc(OC)nc2)cc1 | -2% | -6% | 2% | -10% | x | -43 | -7% | -1% | 37%[activator] | -61%[inhibitor]
O=[N+]([O-])c1ccc2c(c1)ncn2-c1ccccc1 | 1% | -1% | 1% | 3% | -14% | 9 | u | -1% | 1% | -8%
COc1cc(C(=O)Nc2c(C(=O)O)[nH]c3ccc(Br)cc23)cc(OC)c1OC | u | 18% | -5% | -4% | 1% | -4 | 9% | -4% | 0% | 13%
CC(C)(C)NS(=O)(=O)c1ccc(CCC(=O)O)cc1 | -1% | 3% | -3% | 1% | 4% | -2 | 6% | -3% | 1% | -11%
Cc1cc(-c2ccc(C)c(S(=O)(=O)NC(C)Cc3ccco3)c2)on1 (configuration not stated) | 14% | -12% | 1% | 4% | -8% | -26 | -3% | -3% | 13% | -12%
NS(=O)(=O)c1cc(C(=O)N=Nc2c(O)[nH]c3ccccc23)ccc1Cl | x | -7% | -1% | 2% | -5% | -3 | u | 0% | -2% | -17%
Cc1cnc(NC(=O)CSC(=S)N2CCOCC2)s1 | 13% | -1% | -3% | 6% | -4% | 4 | -4% | 1% | 1% | -3%
CC1CCCN(C(=O)c2ccc3nc[nH]c3c2)C1 (configuration not stated) | -8% | 0% | x | 0% | 5% | 23 | -10% | -8% | 6% | -5%
Cc1ccc(C(=O)NNC(=O)c2ccc(SCC3CCCO3)c([N+](=O)[O-])c2)cc1 (configuration not stated) | -1% | -3% | 5% | 11% | 0% | 5 | u | -4% | -8% | 18%
Fc1c(F)c(C(F)(F)F)c(F)c(F)c1N/N=C\c1cccs1 | x | -14% | -3% | -3% | u | -38 | 2% | -4% | -4% | 5%
O=c1[nH]ncc2c3ccccc3n(Cc3ccc(F)cc3)c12 | 37%[activator] | -1% | 2% | 6% | 2% | -1 | -9% | -3% | 6% | 2%
O=C(Nc1ccccc1C(F)(F)F)N1CCN(c2ccc3nnc(-c4ccc(F)cc4)n3n2)CC1 | -15% | -11% | -8% | -5% | u | -12 | -13% | -5% | 7% | -27%
COc1ccc(C(=O)[C@H]2[C@H]3C(=O)N(c4ccc(OC(C)=O)cc4)C(=O)[C@H]3C3C=CC=NN32)cc1 (some centres not stated) | x | 1% | 4% | -2% | -7% | 3 | u | 2% | 14% | 23%
CCOC(=O)c1c(NC(=O)CN2C(=O)c3ccccc3C2=O)sc(Cc2ccc3c(c2)OCO3)c1C | 1% | 7% | -8% | -2% | -14% | -2 | -8% | -2% | -3% | -9%
CN(C(=O)c1ccc(NC(=O)Cc2cccc(NC(=O)C3CCN(C(=O)C4CC4)CC3)c2)cc1)C1CCCC1 | x | -3% | -5% | 1% | -3% | 30 | x | x | x | -1%
O=S(=O)(NC1CCCCC1Oc1ccccc1)c1ccc(Cl)cc1 (configuration not stated) | 3% | -4% | 0%[46.1 µM] | u | 21% | -3 | 0% | 0% | 1% | 29%

Bioassay records deposited in PubChem by National Center for Advancing Translational Sciences (NCATS).

This is a subset. The share of hits here may be higher or lower than overall.
